# Tn7 DDE FP – DD(E)-Tn7 binding inhibition, primary FP screen. P02675. FP displacement of FITC-Tn7 peptide from fibrin DD(E); 0% = median of compound wells per plate. inhibition, % at 8.3 µM. 0.13% of 370,000 active. AID 720508;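 active means inhibition above the mean of compounds falling within the control limits plus 3 SD of them, cut at about 14% in these data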;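 further: 0% = plate median of compound wells and 100% = 10 µM Aha-Tn7 peptide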
#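 assay system = human clot-derived fibrin DD(E) complex | quantity = Fibrin-DD(E) at 2 µM final | timing = 10 min preincubation, 3 h with tracer, room temperature | signal = fluorescence polarization | measure = percent inhibition | benchmarks = high control wells with 10 µM unlabelled Aha-Tn7 peptide (full inhibition) | replicates = singlicate testing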
# ARFGAP1 inhibitor – rat ARFGAP1 inhibition; Arfgap1-stimulated ARF1 GTP hydrolysis, GDP FP detection; 0.26% of 360,000 active; inhibition, % at 16.5 µM; Q62848;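 active means inhibition above a per-plate limit, mean inhibition of low control wells plus 3 SD, cut at about 25% in these data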;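 further: 0% = DMSO wells with enzyme and 100% = wells lacking Arfgap1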
#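 material = rat Arfgap1 catalytic domain, aa 1-136 | also added = human ARF1(Δ1-17)-GTP substrate | compound dosing = one concentration, 16.5 µM, DMSO 1.26% | times = GTP hydrolysis reaction 2 h at 25 °C | measured by = FP, GDP Alexa 633 tracer displaced from anti-GDP antibody, 620/688 nm | evaluation = percent inhibition of Arfgap1-stimulated GTP hydrolysis | replication = single well per compound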
# PLCb3 inh – blocks human PLC-beta3 enzyme activity; Q01970; Purified PLC-beta3, fluorogenic substrate, fluorescence; inhibition, % at 12.2 µM; 0.18% of 370,000 active; in the data active means inhibition above about 11%;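 further: 0% = median of compound wells on plate and 100% = full blocker control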
# KLK7 zymogen act – activates the human kallikrein-7 zymogen. AID 652039. activation, % at 7 µM. purified proKLK7, EDANS-DABCYL substrate fluorescence; 100% is mature enzyme control, 0% vehicle. 0.9% of 370,000 active. P49862;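 active means activation above the mean of all tested compounds plus 3 SD, computed per campaign excluding outliers beyond control limits, cut at about 13% in these data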
# DDE Tn6 FP inh – inhibitors of Tn6 peptide binding to human fibrin DD(E) | Fibrin DD(E) TRITC-Tn6 fluorescence polarization displacement | inhibition, % at 8.3 µM | 0.21% of 370,000 active | AID 720509;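 active means inhibition above a per-campaign cutoff: mean of compounds within control limits plus 3 SD, cut at about 15% in these data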;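 further: 0% = median of all compound wells on the plate and 100% = blocking peptide control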
# ADAM17 inh – ADAM17 inhibition, QFRET primary screen; P78536; recombinant ADAM17, EDANS/DABCYL FRET peptide cleavage; inhibition, % at 6.95 µM; 0.83% of 370,000 active; AID 720648;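 active means inhibition above the mean of compounds lying between control limits plus 3 SD, set per campaign, cut at about 8.5% in these data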;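 further: 0% = DMSO-only wells as the low control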
# PLCg1 inh – inhibitors of human phospholipase C gamma1 | P19174 | purified PLC-gamma1, fluorogenic substrate, fluorescence | inhibition, % at 12.2 µM | 0.84% of 370,000 active; in the data active means inhibition above about 9.5%
# Target sequence (P19174 whole entry, looked up): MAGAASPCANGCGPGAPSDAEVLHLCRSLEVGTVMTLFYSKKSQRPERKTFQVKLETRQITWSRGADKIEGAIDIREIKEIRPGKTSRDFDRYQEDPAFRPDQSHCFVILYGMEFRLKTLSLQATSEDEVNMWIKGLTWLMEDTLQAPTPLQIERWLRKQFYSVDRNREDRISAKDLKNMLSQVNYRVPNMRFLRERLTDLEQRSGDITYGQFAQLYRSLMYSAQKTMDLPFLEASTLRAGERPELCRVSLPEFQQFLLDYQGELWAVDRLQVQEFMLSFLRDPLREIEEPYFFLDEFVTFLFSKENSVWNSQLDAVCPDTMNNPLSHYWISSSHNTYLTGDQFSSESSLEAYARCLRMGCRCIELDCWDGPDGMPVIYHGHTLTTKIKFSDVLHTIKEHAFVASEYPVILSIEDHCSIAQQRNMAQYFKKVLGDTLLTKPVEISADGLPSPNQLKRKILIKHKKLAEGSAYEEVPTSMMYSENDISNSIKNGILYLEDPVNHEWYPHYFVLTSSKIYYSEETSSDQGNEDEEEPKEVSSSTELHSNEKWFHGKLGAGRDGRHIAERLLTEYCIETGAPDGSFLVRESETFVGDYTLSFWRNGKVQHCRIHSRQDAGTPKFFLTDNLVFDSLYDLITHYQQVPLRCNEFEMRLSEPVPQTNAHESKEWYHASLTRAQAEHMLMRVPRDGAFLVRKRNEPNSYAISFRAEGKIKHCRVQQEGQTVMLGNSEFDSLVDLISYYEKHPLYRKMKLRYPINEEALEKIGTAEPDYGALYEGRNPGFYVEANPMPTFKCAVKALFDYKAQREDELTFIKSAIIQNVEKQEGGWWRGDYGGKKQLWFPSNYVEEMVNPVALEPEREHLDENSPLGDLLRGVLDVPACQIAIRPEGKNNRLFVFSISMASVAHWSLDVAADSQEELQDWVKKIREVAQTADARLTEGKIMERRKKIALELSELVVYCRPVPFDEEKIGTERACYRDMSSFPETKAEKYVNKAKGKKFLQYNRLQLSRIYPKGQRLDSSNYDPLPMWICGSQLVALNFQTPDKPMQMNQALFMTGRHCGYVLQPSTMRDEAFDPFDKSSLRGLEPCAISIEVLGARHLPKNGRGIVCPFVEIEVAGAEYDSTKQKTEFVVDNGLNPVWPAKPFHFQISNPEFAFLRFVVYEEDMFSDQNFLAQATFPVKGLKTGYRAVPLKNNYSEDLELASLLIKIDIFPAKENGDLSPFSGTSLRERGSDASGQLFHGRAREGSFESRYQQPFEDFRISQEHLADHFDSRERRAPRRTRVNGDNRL
# MBD2 DNA inh – MBD2-methylated oligo binding inhibition; inhibition, % at 4.4 µM; TR-FRET, MBD2 binding to methylated oligonucleotide; 0.31% of 370,000 active; in the data active means inhibition above about 13%
# UHRF1 binding – human UHRF1 methylated DNA binding inhibitors; AID 687016; Q96T88; inhibition, % at 4.4 µM; UHRF1 binding to methylated oligo, TR-FRET; 0.75% of 370,000 active; in the data active means inhibition above about 21%;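 further: UHRF1 SRA domain binding a hemimethylated CpG hairpin DNA probe; 0% = median of test compound wells and 100% = reference inhibitor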
# ASAP1 GAP inh – inhibitors of human ASAP1 ArfGAP activity; Q9ULH1; inhibition, % at 16.5 µM; 0.19% of 360,000 active; ASAP1-stimulated ARF1 GTP hydrolysis, GDP FP detection; in the data active means inhibition above about 25%;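 further: 0% = vehicle with enzyme and substrate and 100% = no enzyme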
# Starred values were filed as active, the others as inactive; i = inactive; nt = not tested or not shown.
item	SMILES	Tn7 DDE FP	ARFGAP1 inhibitor	PLCb3 inh	KLK7 zymogen act	DDE Tn6 FP inh	ADAM17 inh	PLCg1 inh	MBD2 DNA inh	UHRF1 binding	ASAP1 GAP inh
1	COc1cc(C(=O)Nc2ccc(Oc3ncnc4sc(-c5ccccc5)cc34)cc2)cc(OC)c1OC	4	-8	3	0.0	11	4	2	-7	3	-6
2	COC(=O)c1cccc(N2C(=O)C(Cl)=C(N3CCOCC3)C2=O)c1	0	-6	-1	-0.1	5	-1	-1	-1	-2	-7
3	O=C(/C=C/c1ccccc1Cl)Nc1ccncc1	2	1	-1	-0.1	-8	-4	-2	-1	-3	-1
4	Cc1cc(OCC(=O)c2ccc(F)cc2)ccc1N1C(=O)CCC1=O	5	-11	4	-0.5	-3	-3	-1	-5	-4	3
5	O=C(CCCOc1ccc(Cl)cc1Cl)Nc1nnc(C2CC2)s1	7	-4	-9	0.2	3	-6	-1	3	2	-7
6	CCOc1ccc2nc(NC(=O)CN3CCOCC3)sc2c1	1	4	-4	-0.3	-1	-2	2	0	2	-3
7	O=C1CC(c2ccccc2)CN1C(=O)c1cccc([N+](=O)[O-])c1 (stereo not given)	-1	3	-1	0.0	4	-5	0	6	0	-5
8	Cc1cccc(C)c1OCCOC(=O)c1cccc(S(=O)(=O)N2CCOCC2)c1	3	4	-1	0.5	-3	2	-4	1	0	-8
9	COCCSc1nnc(NC(=O)c2cc(OC)c(OC)cc2[N+](=O)[O-])s1	-5	1	4	-0.3	-6	1	1	-4	2	4
10	CN(C)/C=C(\c1cnc(Cl)s1)S(=O)(=O)c1ccccc1	4	-1	-3	-0.5	4	-2	-3	-4	-6	1
11	COc1ccc(S(=O)(=O)NCCC(=O)NC(C)c2ccccc2)cc1 (stereo not given)	2	6	-1	0.4	-5	-8	-2	3	-2	-9
12	Cc1ccc(NC(=S)N(CCN(C)C)Cc2cc3cc(C)cc(C)c3[nH]c2=O)cc1	-8	6	-1	-0.2	0	-3	1	0	4	6
13	Cc1cccc(NC(=O)c2ccc3nccnc3c2)n1	0	-4	-9	-0.2	-4	-5	-4	0	-4	-11
14	Cc1ccc2nc(CSc3nnc(-c4ccncc4)n3C)cc(=O)n2c1	2	14	-62	0.1	6	-18	-41	0	-1	-1
15	C/C(=N\NC(=O)C12CCC(C)(C(=O)O1)C2(C)C)c1ccccc1O (stereo not given)	6	4	-21	-1.2	2	-8	-12	4	2	-4
16	O=[N+]([O-])c1cc(S(=O)(=O)/N=C(/c2ccccc2)N2CCOCC2)ccc1Cl	-4	3	-4	0.0	7	-4	0	-1	3	2
17	COc1ccccc1CCNC(=O)c1ccc2nc[nH]c2c1	10	-4	-4	-0.2	0	1	-1	-5	10	7
18	CCn1c(=O)n(CC)c2cc(S(N)(=O)=O)ccc21	-3	-2	-1	0.1	-1	-3	2	2	1	-4
19	O=C(NCc1ccc2c(c1)OCO2)C(=S)N1CCOCC1	-1	5	1	-0.1	1	-4	0	0	0	6
20	CCOC(=O)C1CCN(C(=O)CCNC(=O)Cn2ccc3ccccc3c2=O)CC1	6	1	3	-0.6	4	-5	1	-3	-1	19
21	CC(CC(=O)Nc1cccnc1)c1ccccc1 (stereo not given)	2	5	-5	0.1	2	-5	0	2	-1	2
22	CCc1ccc(NS(=O)(=O)c2ccc(C)c(C(=O)N3CCOCC3)c2)cc1	0	-1	-7	-0.1	0	-4	0	4	-1	-3
23	C(=N\Nc1nc2ccccc2[nH]1)/c1cccc2cccnc12	2	-5	-189	-0.6	-14	4	-96	5	-5	5
24	O=C(O)c1ccc(F)c(S(=O)(=O)Nc2ccccc2)c1	3	0	1	-0.1	2	1	-1	-1	-1	6
25	O=C(CN1c2cccc3cccc(c23)S1(=O)=O)Nc1ccc(S(=O)(=O)N2CCOCC2)cc1	-2	4	-193	-6.3	6	-43	-173	1	-3	13

# Arranged by formula weight (ascending): part of the list above.
item	SMILES	Tn7 DDE FP	ARFGAP1 inhibitor	PLCb3 inh	KLK7 zymogen act	DDE Tn6 FP inh	ADAM17 inh	PLCg1 inh	MBD2 DNA inh	UHRF1 binding	ASAP1 GAP inh
23	C(=N\Nc1nc2ccccc2[nH]1)/c1cccc2cccnc12	2	-5	-189	-0.6	-14	4	-96	5	-5	5
19	O=C(NCc1ccc2c(c1)OCO2)C(=S)N1CCOCC1	-1	5	1	-0.1	1	-4	0	0	0	6
15	C/C(=N\NC(=O)C12CCC(C)(C(=O)O1)C2(C)C)c1ccccc1O (stereo not given)	6	4	-21	-1.2	2	-8	-12	4	2	-4
5	O=C(CCCOc1ccc(Cl)cc1Cl)Nc1nnc(C2CC2)s1	7	-4	-9	0.2	3	-6	-1	3	2	-7
22	CCc1ccc(NS(=O)(=O)c2ccc(C)c(C(=O)N3CCOCC3)c2)cc1	0	-1	-7	-0.1	0	-4	0	4	-1	-3
16	O=[N+]([O-])c1cc(S(=O)(=O)/N=C(/c2ccccc2)N2CCOCC2)ccc1Cl	-4	3	-4	0.0	7	-4	0	-1	3	2

# Continued.
item	SMILES	Tn7 DDE FP	ARFGAP1 inhibitor	PLCb3 inh	KLK7 zymogen act	DDE Tn6 FP inh	ADAM17 inh	PLCg1 inh	MBD2 DNA inh	UHRF1 binding	ASAP1 GAP inh
26	Cc1ccccc1OCC(=O)Nc1ccccc1C(=O)N1CCCCC1	-4	6	-6	0.3	-3	5	5	5	2	-9
27	COc1cc2c(cc1OC)C(CNC(=O)C=Cc1cc(OC)c(OC)c(OC)c1)C2 (stereo not given)	1	7	-10	1.3	-6	-18	-8	2	-2	2
28	CCOC(=O)N1CCN(C(=O)Nc2ccc3nc(C)sc3c2)CC1	-7	8	-17	-2.1	-3	-6	-13	2	1	-1
29	Cc1cc(C)nc(Nc2ncc(O)n2-c2ccc(C)c(C)c2)n1	5	-5	0	0.3	-5	-2	-4	-1	-2	15
30	C[C@H](NC(=O)[C@@H]1Cc2ccccc2CN1)C(=O)NC1CCCC1	-4	-3	-2	-0.3	8	3	7	-2	1	8
31	COc1nc(N)c(S(=O)(=O)c2ccccc2)cc1C#N	4	11	-23	-0.6	5	-11	-32	0	23*	0
32	COc1ccc(-c2csc(NC(=O)C3CSC4(C)CCC(=O)N34)n2)cc1 (stereo not given)	9	-9	-4	0.2	-3	-5	-3	1	0	5
33	CC(C)c1ccccc1NC(=O)COC(=O)Cc1ccsc1	5	2	1	0.8	0	-3	-1	0	-2	0
34	COc1ccc(C(=O)c2c3ccccc3[n+]([O-])n2Cc2ccc(C(N)=O)cc2)cc1	1	-4	-3	0.4	3	-2	-5	-4	1	1
35	O=C1NC[C@H](CCCCN2C[C@H](Cc3ccccc3)N(CCc3ccccc3)C(=O)C2=O)N(CC2CCCCC2)C1=O	6	-1	1	0.4	0	2	0	-6	1	4
36	O=C1CC(NCc2ccc(F)cc2)C(=O)N1c1ccccc1 (stereo not given)	2	2	-5	-0.2	-14	-3	0	2	2	-2
37	O=C(NNC(=O)c1cc(Br)c(Br)s1)c1csc(N2CCOCC2)n1	-6	0	0	-0.9	-3	-2	1	-4	-2	7
38	COCCC(=O)N1CCC(Oc2ccc(C(=O)N3C[C@@H](C)O[C@@H](C)C3)cc2)CC1	-2	-3	-2	-0.5	2	-3	1	-2	3	5
39	O=c1[nH]c2cc3c(cc2cc1C(c1nnnn1Cc1ccccc1)N1CCCc2ccccc21)OCO3 (stereo not given)	11	-2	-25	2.2	8	-46	-20	-5	-2	-3
40	CCn1cc(Cl)c(C(=O)Nc2ccc3c(c2)OCCO3)n1	-5	6	1	0.3	-8	-1	1	2	1	-2
41	c1ccc2[nH]c(SCc3cn4cccnc4n3)nc2c1	0	15	-40	-0.6	3	-30	-28	0	5	11
42	COC(=O)c1ccc(Sc2ccc(Cl)cc2)c(N)c1	3	7	-348	-0.9	5	-83	-238	2	-4	-3
43	CCOC(=O)N1CCN(S(=O)(=O)c2ccc(F)cc2)CC1	2	10	0	0.0	-4	-1	1	2	3	5
44	COc1ccc(/C=N/NC(=O)c2cc(-c3ccc4c(c3)OCO4)n[nH]2)cc1OC	-11	20	-22	1.2	-14	-3	-20	-5	0	26*
45	Cc1cc(C)nc(N/N=C/c2cccc3ccccc23)n1	5	-2	1	0.5	3	-5	-5	7	3	2
46	CC(C)CC(=O)Nc1ccc(Oc2ccc(NC(=O)CC(C)C)cc2)cc1	3	1	-9	-0.8	1	0	-6	0	-1	-17
47	Cc1cc(=O)oc2c(CN3CCCC3)c(O)c(Cl)cc12	2	1	i	46*	7	i	i	-2	7	-13
48	CCCCc1nc(SCCN2CCOCC2)c2c(=O)n(C)c(=O)n(C)c2n1	-6	-5	-4	-0.1	1	-2	1	-3	-1	7
49	CCCCCCCCN1C(=O)[C@H](CC(=O)NCCCOC)C[C@@]2(C(=O)OC)CC(C)(C)CC=C12	-2	14	0	-0.2	-1	2	2	4	0	-4
50	CCOc1ccc(OCC)c(NC(=O)c2nnn(CC(=O)Nc3cc(C)cc(C)c3)c2N)c1	-7	1	-2	-0.2	-6	2	3	2	-1	-10
51	O=C(Nc1ccccc1)c1ccc[nH]1	4	1	2	0.4	1	-4	0	-7	-4	-9
52	Cc1c2c(nc3c(C(=O)NC4CCCC4)cnn13)CCCC2	-1	3	-42	-0.4	6	-41	-32	-7	-2	5
53	Cc1ccc(S(=O)(=O)NCC(C)n2nc(C)cc2C)cc1 (stereo not given)	4	5	-5	0.1	0	-4	0	3	7	-2
54	O=C(COc1ccccc1)Nc1nnc(C23CC4CC(CC(C4)C2)C3)s1	-11	-3	3	0.3	-2	1	0	-1	-1	9
55	COc1ccc(NC(=O)CN2C(=O)C3CC=CCC3C2=O)cc1Cl (stereo not given)	1	-3	2	0.0	0	-3	-2	-2	-2	-3
56	COc1ccc(/C=C/C(=O)Nc2cc(C)nn2-c2nc3ccccc3n2Cc2cccc([N+](=O)[O-])c2)cc1	2	-19	-3	-1.1	-8	-3	-3	0	1	13
57	O=C(NC1(C(F)(F)F)C(=O)Nc2c1c(=O)[nH]c(=O)n2-c1ccccc1)c1cccnc1 (stereo not given)	-3	7	0	0.4	4	1	1	1	1	5
58	COC(=O)[C@@]12CCCCN1[C@H](c1ccc(-c3ccc(OC)cc3)cc1)[C@@H]1C(=O)N(C)C(=O)[C@@H]12	2	-12	2	0.5	-6	0	2	1	0	12
59	COc1ccc(C(=O)C2CCCN(C(=O)CCc3scnc3C)C2)c(C)c1 (stereo not given)	1	6	0	0.5	5	-5	0	1	7	-3
60	Cc1ccc(NC(=O)c2ccco2)nc1	2	1	-8	0.3	1	5	-1	-3	5	-5
61	OC(COc1ccccc1Br)CN1CCNCC1 (stereo not given)	6	0	-6	0.3	-1	1	0	-2	0	-6
62	CCN(CC)CCCNC(=O)CSc1nc2cccnc2n1C	-2	nt	1	-0.5	-3	1	2	0	-3	nt
63	CSCCC(NC(=O)c1ccco1)C(=O)Nc1cc(C)ccn1 (stereo not given)	0	1	-7	0.2	2	-4	-4	3	1	-5
